HSF1 inh = HSF1 inhibition. AID 2098. activity change, negative = inhibition, % at 7.5 µM (by protocol). 0.77% of 300,000 active. NIH3T3-HGL HSE-luciferase, MG132-induced, luminescence 8 h; hits give low values;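 active means more than half of replicate wells show activity change below -50%, luminescence cut by over half; inconclusive means some wells, but at most half, below -50%; inactive means no replicate well below -50%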;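 further: luciferase reports HSF-1 transcriptional activity via heat shock element; 0% = median of DMSO wells and -100% = zero luminescence signal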
KLF5 inh = suppresses KLF5 promoter-driven expression; DLD-1 KLF5 promoter-luciferase reporter, luminescence; inhibition, % at 5 µM; 0.23% of 290,000 active; AID 1700;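 active means inhibition above a per-plate limit of that plate's mean compound inhibition plus 3 SD, cut at about 60% in these data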;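 further: 0% = DMSO wells and 100% = LY294002 at 200 µM; higher means less KLF5 promoter-driven luciferase light; inactives centre near -14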
GSK3 alpha inh = human GSK-3 alpha kinase inhibition. inhibition, % at 10 µM. AID 2650. ADP-Glo luminescence, 60 min. 0.1% of 320,000 active;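 in the data active means inhibition above about 50%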;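 further: GST-tagged GSK-3 alpha with peptide substrate and 25 µM ATP; 0% = DMSO neutral wells and 100% = GW8510 positive control wells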
Target sequence (P49840 whole entry, looked up): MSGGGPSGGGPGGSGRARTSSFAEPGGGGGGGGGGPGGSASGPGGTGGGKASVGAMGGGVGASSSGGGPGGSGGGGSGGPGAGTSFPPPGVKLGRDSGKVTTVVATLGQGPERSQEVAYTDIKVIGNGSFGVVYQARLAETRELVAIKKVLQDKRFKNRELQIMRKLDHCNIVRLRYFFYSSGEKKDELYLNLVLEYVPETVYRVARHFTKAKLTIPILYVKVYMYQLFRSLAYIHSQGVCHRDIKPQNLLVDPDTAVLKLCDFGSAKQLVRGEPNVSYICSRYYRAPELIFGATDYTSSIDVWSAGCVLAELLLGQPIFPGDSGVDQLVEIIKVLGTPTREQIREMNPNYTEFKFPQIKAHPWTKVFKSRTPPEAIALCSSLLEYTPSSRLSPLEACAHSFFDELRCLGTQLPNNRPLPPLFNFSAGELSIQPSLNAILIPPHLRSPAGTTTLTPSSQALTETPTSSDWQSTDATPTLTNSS
GSK3B inh = inhibitors of human GSK3beta kinase | 0.038% of 300,000 active | activity score (negative = inhibition), % at 10 µM | GST-GSK3beta kinase, ADP-Glo luminescence, 60 min; hits give low values | P49841;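 active means more than half of replicate wells score below -50%, meaning over 50% inhibition versus plate controls; inconclusive means some replicates but at most half score below -50%; inactive means no replicate scores below -50%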;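 further: 0% = median DMSO wells and -100% = median GW8510 positive control wells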
Target sequence (P49841 whole entry, looked up): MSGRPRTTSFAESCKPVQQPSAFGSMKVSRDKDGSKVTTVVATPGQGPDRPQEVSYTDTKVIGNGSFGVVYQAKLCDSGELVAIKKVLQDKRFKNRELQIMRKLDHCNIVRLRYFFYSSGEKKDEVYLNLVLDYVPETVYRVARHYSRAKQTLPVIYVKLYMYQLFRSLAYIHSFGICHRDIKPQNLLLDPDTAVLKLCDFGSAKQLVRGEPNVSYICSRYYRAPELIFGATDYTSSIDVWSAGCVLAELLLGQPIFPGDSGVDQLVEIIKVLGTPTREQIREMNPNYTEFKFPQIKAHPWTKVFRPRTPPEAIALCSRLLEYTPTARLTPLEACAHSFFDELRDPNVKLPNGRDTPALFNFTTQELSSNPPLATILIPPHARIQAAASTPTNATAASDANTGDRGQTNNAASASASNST
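test system = GST-tagged human GSK3beta kinase, cell-free | reagent = 25 µM ATP with peptide substrate | dosing = one dose of 10 µM per compound | schedule = 60 min reaction, RT | detection = luminescent ADP-Glo measurement of ADP formed | control set = DMSO neutral wells and GW8510 at 20 µM as positive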
aSyn 5UTR inh = MLPCN primary screen, SNCA 5' untranslated region; 0.82% of 300,000 active; AID 1813; inhibition, % (tested at 7.5 µM); alpha-synuclein 5'UTR reporter, inhibitor activity; in the data active means inhibition above about 60%; inconclusive means no clear call, values can overlap the other calls;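 further: H4 neuroglioblastoma cells stably carrying SNCA 5'UTR luciferase fusion; 0% = DMSO wells and 100% = positive control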
HSP90 refold inh = HSP90 refolding inhibition in rabbit reticulocyte lysate; luciferase refolding luminescence, 3 h; inhibition, % at 5.6 µM; 0.91% of 290,000 active; AID 1789;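 active means inhibition above the screen-wide mean plus 3 SD, computed separately per campaign, cut at about 16% in these data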;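 further: 0% = DMSO wells and 100% = 60 µM geldanamycin wells; inhibitors lower the luminescence because luciferase stays unfolded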
IEC-6 cytotox = kills IEC-6 intestinal cells in KLF5 counter-screen; IEC-6 cytotoxicity, luminescence viability; inhibition, % at 5 µM; 0.78% of 290,000 active; in the data active means inhibition above about 22%;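 further: 0% = plate median of test compound wells and 100% = cytotoxic reference compound wells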
AI-2 QS modul = Vibrio harveyi AI-2 quorum sensing modulation; AID 2094; activity change, % at 7.5 µM; Vibrio harveyi JMH597 AI-2 luminescence/OD600 ratio, 9 h; hits give low values; strain lacks LuxN and CqsS sensors; 0 = neutral-control median; 0.4% of 300,000 active; in the data active means activity change below about -75%, passing the limit was not always enough; inconclusive means no clear call, values can overlap the other calls;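 further: luminescence divided by OD600 gain over 9 h not by final OD600 alone; inactives centre near 13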
HIF activator = HIF pathway transcriptional activation; 0.32% of 300,000 active; AID 1910; activation, % at 7.5 µM (by protocol); U2OS HRE-luciferase reporter, luminescence; normalized: DMSO 0%, desferrioxamine 100%;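 active means mean activation of at least 10% of the iron chelator positive control signal, with at least half of replicates also reaching 10%; inconclusive means mean and replicate majority disagree about reaching 10%; inactive means mean and most replicates under 10%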
HSF1 activator = increases HSF-1 driven luciferase reporter signal; 1.7% of 300,000 active; NIH3T3-HGL HSF-1 luciferase reporter, MG132, 8 h; 100% = twice DMSO control signal; AID 504408; activation, % at 9 µM;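 active means mean replicate activation of at least 50% with a set share of replicates each reaching 50%; inconclusive means only one of those two conditions met; inactive means mean below 50% and too few replicates reaching it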;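 further: 0% = median of the neutral control wells and 100% = twice that signal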
Starred values were filed as active, the others as inactive; u = inconclusive; x = not tested or not shown.

SMILES	HSF1 inh	KLF5 inh	GSK3 alpha inh	GSK3B inh	aSyn 5UTR inh	HSP90 refold inh	IEC-6 cytotox	AI-2 QS modul	HIF activator	HSF1 activator
CC12CN(C(=O)c3ccccc3Br)CC(C)(CN(C(=O)c3ccccc3Br)C1)C2=O	0	-18	0	-4	6	2	3	34	0.6	11
CCOC(=O)N1CCC(NC(=O)c2cc3c(-c4ccccc4F)nn(C)c3s2)CC1	4	-5	0	-1	-9	-3	0	28	0.1	18
C=C(C)C(=O)N1CC2(CC(c3cccc(NC(=O)c4ccccc4)c3)=NO2)C[C@@H]1C(N)=O (some centres undefined)	-7	-18	3	-1	-13	-4	-1	8	-0.7	10
O=C(O)c1ccc(NC(=O)c2ccc3c(c2)C(=O)N(CC2CCCO2)C3=O)cc1 (centres undefined)	1	-20	-7	-2	21	2	2	9	-0.3	-6
Cc1nc2ccccn2c1C(=O)NNC(=O)Nc1ccccc1	-5	-42	0	-1	-9	-2	1	9	-0.1	1
CCOC(=O)Nc1sc2c(c1C(=O)OCC)CCC2	-5	2	2	2	6	2	1	8	-0.1	-2
COc1ccc(NS(=O)(=O)c2ccc(SC)cc2)c(OC)c1	-5	1	-1	1	-66	5	1	6	0.4	-4
COc1ccc(N2C(=O)CC(Sc3nc4ccccc4s3)C2=O)cc1 (centres undefined)	3	-1	0	3	-22	1	-3	4	-0.1	10
CCOC(=O)N1CCC(NC(=O)c2cc(C(=O)Nc3cccc(C(F)(F)F)c3)ccc2CO)CC1	-6	-33	4	0	20	0	-2	8	-0.2	-20
N#CC(C#N)=NNc1ccc(S(=O)(=O)N2CCCC2)cc1	2	25	1	3	-7	-2	-6	17	0.0	3
N#Cc1cc2cc3c(cc2nc1SCC(=O)N1CCOCC1)OCO3	-4	-82	-1	1	11	-2	5	20	2.1	-18
Cc1nn(Cc2cccc(Oc3ccccc3)c2)c(C)c1NC(=O)NC12CC3CC(CC(C3)C1)C2	7	-27	-2	3	24	-3	4	21	-0.9	31
COc1ccccc1NC(=O)Nc1ccc2c(c1)OCCO2	16	-118	-1	0	-131	-1	-2	5	5.2	14
Cc1ccc(CS(=O)(=O)c2cn(CC(=O)Nc3ccon3)c3ccccc23)cc1	2	x	0	1	16	x	x	8	-0.1	4
CCC(C)(C(=O)NC1CCCCC1)N(Cc1ccco1)C(=O)c1ccc2c(c1)OCO2 (centres undefined)	19	3	x	-4	-3	3	9	16	-0.6	31
CC(C)(O)C#Cc1ccc(CN2CCN(Cc3ccccc3)C(CCO)C2)s1 (centres undefined)	0	-39	-2	3	-3	-2	1	16	-0.4	-12
Cc1ccc(-n2nnc3c(=O)n(CC(N)=O)cnc32)cc1	-7	-24	-1	-1	3	3	-1	17	-1.1	-8
C=CCn1c(SCC(=O)NCc2ccc3c(c2)OCO3)nc2scc(-c3ccccc3)c2c1=O	3	6	0	x	2	1	2	x	-0.1	-12
CCCCn1c(-c2csc3c2CCCC3)n[nH]c1=S	-4	-28	-3	0	7	2	-2	-12	0.1	1
Cc1cccc(NC(=O)Nc2cc(C)on2)c1	-2	-42	4	1	-73	0	-5	12	3.8	10
CC(OC(=O)c1cccc(-n2cnnn2)c1)C(=O)N(C)c1ccccc1 (centres undefined)	7	-19	-2	2	11	-4	-7	5	-0.3	-1
Cc1ccc(Cl)cc1N1CCN(C(=O)C2CCN(c3nnc(-n4cccc4)s3)CC2)CC1	8	3	-3	-4	8	-2	-3	19	-0.5	30
COC(=O)c1cnn2c1C(=O)N(Cc1cccs1)CC2	-6	-5	x	7	-10	2	0	14	0.6	-8
CN1CCN(c2ccc(NC(=O)c3cccs3)cc2)CC1	9	-117	3	2	-88	0	-5	13	1.7	14
COc1cccc(/C=N/NC(=O)C(C)Sc2ccccc2)c1 (centres undefined)	-11	-21	-3	-4	-28	1	4	16	0.0	6
COc1ccc2[nH]c3c(C)c4ccncc4c(C)c3c2c1	51	75*	-1	3	109*	-1	74*	127	-1.9	u
CCC(C)NC(=O)CSc1nc(-c2cccs2)cc(C(F)(F)F)n1 (centres undefined)	-5	-1	-4	0	23	2	0	25	x	11
CN1CC(=O)N(CC(=O)Nc2ccc(Cl)c(C(F)(F)F)c2)C1=O	-1	-3	1	0	-2	-3	-5	-96*	-0.3	-2
O=C(Nc1cc2c3c(c1)CC(=O)N3CCC2)c1ccccc1F	5	x	3	2	-31	x	x	-7	0.6	-12
Cc1ccccc1NC(=O)CCN1C(=O)c2ccccc2C1=O	5	-32	0	2	-5	3	-4	-6	-0.5	21
COc1ccccc1CCC(=O)OCC(=O)NC1CCCCC1	4	-7	-3	1	-10	3	9	18	0.1	-4
Cc1ccc(Nc2cc(C)nc3ccccc23)c(C)c1	1	x	0	-9	38	x	x	18	0.3	-7
CC1Cc2nc(SCC(N)=O)n(C)c(=O)c2S1 (centres undefined)	-2	-21	1	1	14	0	-1	16	-0.2	2
CC1Cc2ccccc2N1C(=O)CN(C)S(=O)(=O)c1cccc2cccnc12 (centres undefined)	-6	-30	3	2	-6	-2	-3	17	x	7
CCCOc1ccccc1C1NC(=O)NC(C)=C1C(=O)OCCOC (centres undefined)	-4	-5	-1	-3	-30	1	1	6	-0.2	19
Clc1ccc(CON/C=N/c2ncnc3sccc23)cc1	-10	-20	-1	1	-11	17*	-3	-93*	0.3	-9
O=C(N/N=C/c1ccc2c(c1)OCO2)c1ccc(Cn2cc([N+](=O)[O-])cn2)o1	-2	-27	3	1	-43	-4	5	11	0.8	13
N#Cc1ccc(-c2nc3cc(Cl)ccc3c(=O)n2O)cc1	3	-13	2	2	-1	-3	0	-60	-17	-4
COc1ccccc1N1CCN(/N=C/c2ccc(O)c(O)c2)CC1	3	-16	0	0	-32	-7	-10	3	0.1	13
O=C(O)[C@H](Cc1ccccc1)NC(=O)N1CCN(c2ccc(F)cc2)CC1	1	-10	-2	3	-3	-1	-2	23	0.0	-8
CN(C)CCCN(C(=O)c1ccc(S(=O)(=O)N2CCc3ccccc3C2)cc1)c1nc2c(F)cc(F)cc2s1	5	x	-2	2	4	x	x	23	1.5	10
O=C(NCc1cccs1)Nc1ccc2c(c1)OCO2	20	-62	-1	0	-145	-2	-5	-59	1.6	9
O=C(Nc1ccc2c(c1)oc1ccccc12)N1CCOCC1	-38	-143	5	4	-140	4	-3	30	0.9	-38
CCOC(=O)c1c(NC(C)=O)no[n+]1[O-]	-1	-22	0	1	-8	7	1	17	-0.1	-13
COC(=O)c1ccccc1NC(=O)c1cccnc1	1	-23	2	0	9	4	6	47	-0.7	0
N/C(=N\OC(=O)c1cccs1)c1cccc([N+](=O)[O-])c1	47	-13	1	-2	-130	3	12	18	2.1	u
CCOc1ccc(Cc2onc3c2C(=O)CCC3)cc1OCC	-3	-34	-4	-3	34	0	-6	21	0.7	-4
NC1=NC(=O)C2(COC(c3cccc([N+](=O)[O-])c3)OC2)S1 (centres undefined)	4	-26	5	1	16	3	4	10	0.1	-17
Cc1cc(C(=O)NNC(=O)c2cccc(Cl)c2)no1	-5	-12	-2	5	9	3	2	0	-0.9	9
CCOC(=O)c1c(CC(C)C)csc1/N=C/C1C(=O)CC(C)(C)CC1=O	5	1	-1	3	11	-1	-8	25	0.1	0
COc1ccc(-n2c(O)c(/C=N/NS(=O)(=O)c3ccc(C)c([N+](=O)[O-])c3)c3ccccc3c2=O)cc1OC	7	-26	-5	2	22	2	-2	0	0.1	2
O=C1NN=C(c2ccc(Cl)cc2)CC1c1c[nH]c2ccccc12 (centres undefined)	4	2	-1	2	-3	0	-6	-30	-0.8	6
NC(=O)c1ccc(NC(=O)COC(=O)/C=C/c2cn(-c3ccccc3)nc2-c2cccnc2)cc1	-4	-10	-2	2	13	10	-1	-2	0.1	7

13 compounds from above, sorted by molar mass, low to high:
SMILES	HSF1 inh	KLF5 inh	GSK3 alpha inh	GSK3B inh	aSyn 5UTR inh	HSP90 refold inh	IEC-6 cytotox	AI-2 QS modul	HIF activator	HSF1 activator
COC(=O)c1ccccc1NC(=O)c1cccnc1	1	-23	2	0	9	4	6	47	-0.7	0
COc1ccc2[nH]c3c(C)c4ccncc4c(C)c3c2c1	51	75*	-1	3	109*	-1	74*	127	-1.9	u
O=C(Nc1ccc2c(c1)oc1ccccc12)N1CCOCC1	-38	-143	5	4	-140	4	-3	30	0.9	-38
N#Cc1ccc(-c2nc3cc(Cl)ccc3c(=O)n2O)cc1	3	-13	2	2	-1	-3	0	-60	-17	-4
N#CC(C#N)=NNc1ccc(S(=O)(=O)N2CCCC2)cc1	2	25	1	3	-7	-2	-6	17	0.0	3
NC1=NC(=O)C2(COC(c3cccc([N+](=O)[O-])c3)OC2)S1 (centres undefined)	4	-26	5	1	16	3	4	10	0.1	-17
CCCOc1ccccc1C1NC(=O)NC(C)=C1C(=O)OCCOC (centres undefined)	-4	-5	-1	-3	-30	1	1	6	-0.2	19
CC(OC(=O)c1cccc(-n2cnnn2)c1)C(=O)N(C)c1ccccc1 (centres undefined)	7	-19	-2	2	11	-4	-7	5	-0.3	-1
COc1ccc(N2C(=O)CC(Sc3nc4ccccc4s3)C2=O)cc1 (centres undefined)	3	-1	0	3	-22	1	-3	4	-0.1	10
O=C(N/N=C/c1ccc2c(c1)OCO2)c1ccc(Cn2cc([N+](=O)[O-])cn2)o1	-2	-27	3	1	-43	-4	5	11	0.8	13
CC(C)(O)C#Cc1ccc(CN2CCN(Cc3ccccc3)C(CCO)C2)s1 (centres undefined)	0	-39	-2	3	-3	-2	1	16	-0.4	-12
Cc1ccc(Cl)cc1N1CCN(C(=O)C2CCN(c3nnc(-n4cccc4)s3)CC2)CC1	8	3	-3	-4	8	-2	-3	19	-0.5	30
CCOC(=O)N1CCC(NC(=O)c2cc(C(=O)Nc3cccc(C(F)(F)F)c3)ccc2CO)CC1	-6	-33	4	0	20	0	-2	8	-0.2	-20

Bioassay records as filed in PubChem.
